Screening results: PubChem, The Scripps Research Institute Molecular Screening Center
M1 ag parental – counter-screen for M1 agonists: effect in parental CHO-K1 cells. Fluo-8 calcium fluorescence; scaled to maximal ATP response, vehicle zero. activation, % at 3 µM. 360,000 compounds, 0.48% hits. AID 602248, 2012; in the data active = activation above about 15%;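 also: untransfected CHO-K1 host cells lacking M1 receptor as counterscreen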
M1 PAM parental – nonselective calcium activators in parental CHO-K1 cells, primary screen, counter-screen for M1 PAM project, cell-based, Fluo-8 calcium fluorescence, full deck, 1536-well. ATP EC20; 0% at ATP EC20, 100% at ATP max. 360,000 compounds, 0.02% hits. activation, % at 3 µM;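 active = activation above the run cutoff, the mean activation of all test compounds plus 3 SD, cut at about 40% in these data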;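 also: peak over basal fluorescence ratio in a 140 s read after ATP addition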
OXTR potentiate – human OXTR potentiators, primary screen, fluorescence, CHO-OTR cells, Fluo-8 calcium; activation, % at 3 µM; Fluo-8 calcium fluorescence, potentiator mode; 0% = oxytocin EC15, 100% = EC100; AID 2445, 2010; 320,000 compounds, 0.061% hits; Oxytocin receptor (Homo sapiens), P30559;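 active = activation above that plate's cutoff, the mean activation of tested compounds plus 3 SD, cut at about 6.6% in these data, passing the limit was not always enough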;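 also: 100% uses oxytocin at 75 nM as the full agonist control; some results filed as inactive read as strong as hits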
Target sequence (P30559 whole entry, looked up): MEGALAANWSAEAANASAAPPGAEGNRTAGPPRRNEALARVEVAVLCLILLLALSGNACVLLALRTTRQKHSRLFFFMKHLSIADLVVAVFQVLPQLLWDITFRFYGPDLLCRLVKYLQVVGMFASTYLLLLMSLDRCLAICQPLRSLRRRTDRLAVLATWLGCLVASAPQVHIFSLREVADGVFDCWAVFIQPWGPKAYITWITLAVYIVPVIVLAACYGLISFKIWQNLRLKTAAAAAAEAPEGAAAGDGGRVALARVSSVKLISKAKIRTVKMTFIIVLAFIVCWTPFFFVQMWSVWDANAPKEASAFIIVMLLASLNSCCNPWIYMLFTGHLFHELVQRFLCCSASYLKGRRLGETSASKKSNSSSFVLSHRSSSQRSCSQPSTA
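System: human OTR in CHO cells; Also added: sub-maximal oxytocin, roughly EC15; Timing: compound 6 min at room temperature before oxytocin, 100 s read; Technique: Fluo-8 intracellular calcium fluorescence, ex 470-495, em 515-575 nm; Controls: oxytocin EC15 low and EC100 high; Replication: singlicate.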
CHO-K1 Ca antag – M1 antagonist counterscreen hit in parental CHO-K1 cells | ATP-induced calcium, Fluo-8 fluorescence | 360,000 compounds, 0.6% hits | inhibition, % at 3 µM;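 active = inhibition above a per-plate cutoff, the plate's mean sample inhibition plus 3 SD, cut at about 24% in these data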;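 also: 0% = DMSO plus EC80 ATP and 100% = DMSO alone without ATP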
OXTR ag – human OXTR agonists, primary screen, fluorescence, CHO-OTR cells, Fluo-8 calcium | 320,000 compounds, 0.32% hits | AID 2435, 2010 | activation, % at 3 µM | Oxytocin receptor (Homo sapiens), P30559 | Fluo-8 calcium fluorescence; normalized: DMSO 0%, oxytocin 100%;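 active = activation above the mean of all tested compounds plus 3 SD, cutoff set per screening run, cut at about 20% in these data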;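 also: peak over basal fluorescence ratio from a 100 s FLIPR kinetic read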
GPR7 antag – GPR7 receptor antagonists, primary screen, cell-based, fluorescence, single concentration | inhibition, % at 4.4 µM | AID 1861, 2009 | GPR7-expressing cells, fluorescence antagonist assay | 290,000 compounds, 1.1% hits; in the data active = inhibition above about 16%, passing the limit was not always enough;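 also: cells stimulated with the agonist NPW; 0% = agonist with vehicle and 100% = vehicle without agonist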
Target sequence (P48145 whole entry, looked up): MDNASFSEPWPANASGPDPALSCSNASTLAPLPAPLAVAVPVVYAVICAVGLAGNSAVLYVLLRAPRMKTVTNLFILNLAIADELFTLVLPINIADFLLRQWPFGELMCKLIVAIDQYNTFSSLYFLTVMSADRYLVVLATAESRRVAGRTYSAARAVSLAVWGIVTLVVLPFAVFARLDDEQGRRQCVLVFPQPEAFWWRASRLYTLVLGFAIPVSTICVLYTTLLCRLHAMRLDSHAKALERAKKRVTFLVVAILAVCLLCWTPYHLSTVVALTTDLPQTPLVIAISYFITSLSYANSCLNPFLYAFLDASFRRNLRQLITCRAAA
V1aR counter – agonists of human V1a receptor, primary screen, counter-screen for OXTR agonist project, fluorescence, CHO-V1R cells; AID 2797, 2010; activation, % at 3 µM; Vasopressin V1a receptor (Homo sapiens), P37288; Fluo-8 calcium fluorescence, agonist mode; 0% DMSO, 100% 3 nM vasopressin; 320,000 compounds, 0.25% hits;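 active = activation above the mean activation of all tested compounds plus 3 SD, per screening run, cut at about 20% in these data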;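 also: signal is peak over basal fluorescence ratio across a 100 second FLIPR read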
TAAR1 antagonist – human TAAR1 antagonists, primary screen, Fluo-8 calcium fluorescence, CHO RD-HGA16 cells. AID 624466, 2012. 360,000 compounds, 1.5% hits. inhibition, % at 3 µM. antagonist;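 active = inhibition above a per-plate cutoff, the mean inhibition of test compounds on that plate plus 3 SD, cut at about 49% in these data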;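 also: 0% = DMSO plus EC80 beta-PEA response and 100% = DMSO alone without agonist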
Target sequence (Q96RJ0 whole entry, looked up): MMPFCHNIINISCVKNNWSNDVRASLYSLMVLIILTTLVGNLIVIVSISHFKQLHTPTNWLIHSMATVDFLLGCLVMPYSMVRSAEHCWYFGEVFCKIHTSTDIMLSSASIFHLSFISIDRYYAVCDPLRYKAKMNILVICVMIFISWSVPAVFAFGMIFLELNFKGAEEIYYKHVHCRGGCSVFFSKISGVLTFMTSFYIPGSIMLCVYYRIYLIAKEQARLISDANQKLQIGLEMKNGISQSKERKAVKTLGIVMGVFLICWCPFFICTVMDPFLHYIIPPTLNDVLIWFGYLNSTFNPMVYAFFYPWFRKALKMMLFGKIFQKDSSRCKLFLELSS
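Assay system: CHO-derived RD-HGA16 cells stably expressing human TAAR1 plus Gα16. Timing: 140 s kinetic read after compound, 140 s after agonist. Technique: kinetic Fluo-8 calcium fluorescence measurement. Measure: % inhibition of agonist calcium response.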
CHO parental Ca – ATP-evoked calcium signal inhibitors, parental CHO, primary screen, counter-screen for OX1R antagonist project, cell-based, fluorescence, Fluo-8 calcium dye | inhibition, % at 5.6 µM | 330,000 compounds, 0.63% hits | parental CHO-K1, ATP-induced calcium, Fluo-8 fluorescence;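 active = inhibition above that plate's mean sample inhibition plus 3 SD, cut at about 26% in these data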;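 also: 0% = ATP-challenged DMSO wells and 100% = DMSO wells without ATP; some compounds past the cut are filed as inactive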
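Assay system: untransfected parental CHO cell line. Also added: ATP agonist challenge. Dosing: one dose, 5.6 µM nominal. Measured by: Fluo-8 fluorescence. Read-out: % inhibition. Benchmarks: ATP wells versus no-ATP DMSO wells. Repeats: no replicates.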
* = called active by the depositor.

O=C(Nc1cccc(NC(=O)c2ccc(-c3ccc(Br)cc3)o2)c1)c1ccccc1 was read as M1 ag parental 1.2, M1 PAM parental 18.7, OXTR potentiate -8.8, CHO-K1 Ca antag -10.4, OXTR ag -0.4, GPR7 antag 6.7, V1aR counter 0.0, TAAR1 antagonist 13.4 and CHO parental Ca -9.1.
COc1ccc(N=C(N)SCc2ccccn2)cc1 was read as M1 ag parental 3.6, M1 PAM parental 15.8, OXTR potentiate -4.7, CHO-K1 Ca antag -9.0, OXTR ag 4.2, GPR7 antag 12.0, V1aR counter 3.9, TAAR1 antagonist -18.4 and CHO parental Ca -13.6.
`Cc1cccc(NC(=O)C2CCCN2S(=O)(=O)c2ccc3c(c2)n(C)c(=O)c(=O)n3C)c1` (stereo not drawn) gave M1 ag parental 0.7, M1 PAM parental 12.0, OXTR potentiate -10.1, CHO-K1 Ca antag -4.1, OXTR ag -1.5, GPR7 antag 3.9, V1aR counter 0.3, TAAR1 antagonist -8.6 and CHO parental Ca -6.7.
COc1ccc(/C=C(\NC(=O)c2ccc(C)cc2)C(=O)NCCN2CCOCC2)cc1 was read as M1 ag parental 0.2, M1 PAM parental -12.1, OXTR potentiate -5.4, CHO-K1 Ca antag -5.5, OXTR ag 0.1, GPR7 antag 8.6, V1aR counter -0.7, TAAR1 antagonist 3.4 and CHO parental Ca -10.4.
For COc1cccc(NC(=O)C2(C)CCN2C(=O)CCc2ccc(Cl)cc2Cl)c1 (stereo not drawn) the results were M1 ag parental 0.5, M1 PAM parental 5.6, CHO-K1 Ca antag -19.8 and TAAR1 antagonist -1.5.
`COc1ccc(N(C)S(=O)(=O)c2ccc(Cl)c(C(=O)NCCc3ccc(Cl)cc3)c2)cc1` gave M1 ag parental 3.1, M1 PAM parental 8.5, OXTR potentiate -8.2, CHO-K1 Ca antag 1.9, OXTR ag 0.6, GPR7 antag 44.8*, V1aR counter 1.9, TAAR1 antagonist 25.3 and CHO parental Ca -25.7.
Screening O=C(NNS(=O)(=O)c1ccccc1[N+](=O)[O-])c1ccccc1Cl returned M1 ag parental 1.6, M1 PAM parental 6.9, OXTR potentiate -5.0, CHO-K1 Ca antag -25.7, OXTR ag 1.2, GPR7 antag -5.6, V1aR counter 0.0, TAAR1 antagonist 0.5 and CHO parental Ca 2.4.
For COc1ccc(CNC(=O)c2csnn2)cc1 the results were M1 ag parental 0.3, M1 PAM parental -1.2, OXTR potentiate -0.7, CHO-K1 Ca antag -13.3, OXTR ag 0.1, GPR7 antag -5.0, V1aR counter -0.8, TAAR1 antagonist -2.3 and CHO parental Ca 0.3.
Screening Cc1ccnc(NC(=O)CCC(=O)N(CC(=O)NCCc2ccccc2)c2ccc(F)cc2)c1 returned M1 ag parental 0.3, M1 PAM parental -20.0, OXTR potentiate -4.2, CHO-K1 Ca antag 0.6, OXTR ag 3.3, GPR7 antag 4.2, V1aR counter 2.3, TAAR1 antagonist -0.4 and CHO parental Ca -7.9.
O=C(COc1ccc(Br)cc1F)NCC1(N2CCCCC2)CCCCC1 was read as M1 ag parental 0.0, M1 PAM parental 7.5, OXTR potentiate 2.2, CHO-K1 Ca antag -9.7, OXTR ag -1.3, V1aR counter -0.4, TAAR1 antagonist -13.7 and CHO parental Ca -22.3.
CNc1ccc(S(=O)(=O)NCC(=O)OCC(=O)Nc2cccc(Cl)c2Cl)cc1[N+](=O)[O-] was read as M1 ag parental 0.8, M1 PAM parental -6.6, OXTR potentiate -5.8, CHO-K1 Ca antag 10.0, OXTR ag -0.1, GPR7 antag -4.3, V1aR counter 0.5, TAAR1 antagonist -11.4 and CHO parental Ca -4.7.
Screening O=C(NCc1cccc(Cl)c1)c1cccc(C(F)(F)F)c1 returned M1 ag parental -0.1, M1 PAM parental -9.9, OXTR potentiate -12.9, CHO-K1 Ca antag 18.8, OXTR ag -0.6, GPR7 antag 4.0, V1aR counter 0.0, TAAR1 antagonist 12.4 and CHO parental Ca -12.4.
O=C(C1=C[C@H](c2csc3ccccc23)C[C@H](OCCCCO)O1)N1CCN(Cc2ccccc2)CC1 was read as M1 ag parental 0.6, M1 PAM parental -1.4, OXTR potentiate -12.1, CHO-K1 Ca antag -6.5, OXTR ag 3.2, GPR7 antag -3.4, V1aR counter 4.6, TAAR1 antagonist 36.4 and CHO parental Ca -15.9.
For COc1cccc(Cn2cnc3c(NS(=O)(=O)c4cc(Cl)ccc4Cl)c(C)c(C)cc32)c1 the results were M1 ag parental 0.2, M1 PAM parental 3.1, OXTR potentiate -12.7, CHO-K1 Ca antag 5.8, OXTR ag 0.9, GPR7 antag -8.1, V1aR counter -0.2, TAAR1 antagonist 14.6 and CHO parental Ca 0.5.
COc1cccc(NC(=S)/C(=C(\[O-])c2cc(C)n(-c3ccccc3F)c2C)[n+]2ccc(N(C)C)cc2)c1 was read as M1 ag parental 2.0, M1 PAM parental 11.7, OXTR potentiate -7.6, CHO-K1 Ca antag 4.9, OXTR ag -0.5, GPR7 antag -4.7, V1aR counter 1.3, TAAR1 antagonist 1.1 and CHO parental Ca -17.0.
`O=C1CC(N2CCOCC2)C(=O)N1c1ccc(Cl)cc1` (stereo not drawn) gave M1 ag parental 0.2, M1 PAM parental 13.8, OXTR potentiate 0.2, CHO-K1 Ca antag -12.4, OXTR ag 0.8, GPR7 antag -9.4, V1aR counter -0.6, TAAR1 antagonist 7.2 and CHO parental Ca -10.8.
`Cc1[nH]c(C)c(S(=O)(=O)N2CCc3ccccc32)c1C(=O)N1CCCCC1` gave M1 ag parental 2.5, M1 PAM parental 18.3, OXTR potentiate -6.3, CHO-K1 Ca antag -5.1, OXTR ag 1.0, GPR7 antag -3.0, V1aR counter 0.6, TAAR1 antagonist -15.8 and CHO parental Ca -4.7.
For O=S(=O)(c1ccc(OCC(O)CN2CCCCC2)cc1)N1CCOCC1 (stereo not drawn) the results were M1 ag parental 0.3, M1 PAM parental 9.7, OXTR potentiate -7.6, CHO-K1 Ca antag 2.7, OXTR ag 0.6, GPR7 antag -2.1, V1aR counter -0.3, TAAR1 antagonist 5.1 and CHO parental Ca -17.2.
`NC(=O)c1cc(-c2ccccc2)nc(N2CCOCC2)n1` gave M1 ag parental 0.4, M1 PAM parental 11.5, OXTR potentiate -5.1, CHO-K1 Ca antag -5.4, OXTR ag -0.2, GPR7 antag -9.7, V1aR counter 0.1, TAAR1 antagonist 4.8 and CHO parental Ca -4.0.
c1ccc(CNn2c(N3CCOCC3)nc3ccccc32)cc1 was read as M1 ag parental 0.3, M1 PAM parental 10.4, CHO-K1 Ca antag -7.7, GPR7 antag 8.5 and TAAR1 antagonist 2.6.

Next part, starting with the last two of the part before.
`NC(=O)c1cc(-c2ccccc2)nc(N2CCOCC2)n1` gave M1 ag parental 0.4, M1 PAM parental 11.5, OXTR potentiate -5.1, CHO-K1 Ca antag -5.4, OXTR ag -0.2, GPR7 antag -9.7, V1aR counter 0.1, TAAR1 antagonist 4.8 and CHO parental Ca -4.0.
c1ccc(CNn2c(N3CCOCC3)nc3ccccc32)cc1 was read as M1 ag parental 0.3, M1 PAM parental 10.4, CHO-K1 Ca antag -7.7, GPR7 antag 8.5 and TAAR1 antagonist 2.6.
CCCn1ncc(CN2CCC(n3nccc3NC(=O)c3ccccc3Cl)CC2)c1C was read as M1 ag parental 0.7, M1 PAM parental -7.2, OXTR potentiate -4.7, CHO-K1 Ca antag -8.1, OXTR ag -1.3, GPR7 antag -3.6, V1aR counter 2.2, TAAR1 antagonist -11.4 and CHO parental Ca -6.3.
Screening CC(=O)NCCC(=O)Nc1nc(C)c(Cc2ccc3c(c2)OCO3)s1 returned M1 ag parental 0.8, M1 PAM parental 11.0, OXTR potentiate -3.3, CHO-K1 Ca antag 2.0, OXTR ag -0.8, GPR7 antag -5.3, V1aR counter 0.7, TAAR1 antagonist 0.4 and CHO parental Ca -5.8.
`CCN(CC)CCNC(=O)c1ccc(NC(=O)c2cn(-c3ccc(F)cc3)nc2-c2cccc(OC)c2)cc1` gave M1 ag parental 1.3, M1 PAM parental 13.6, OXTR potentiate -3.0, CHO-K1 Ca antag -11.5, OXTR ag 0.9, GPR7 antag 15.2, V1aR counter 0.9, TAAR1 antagonist 12.4 and CHO parental Ca 1.7.
For COc1cc2nc(SCC(=O)NCCc3ccccc3)n(Cc3ccco3)c(=O)c2cc1OC the results were M1 ag parental 0.2, M1 PAM parental 1.2, OXTR potentiate -3.1, CHO-K1 Ca antag -2.9, OXTR ag -0.7, GPR7 antag -6.3, V1aR counter -1.2, TAAR1 antagonist 3.1 and CHO parental Ca -6.8.
For CCOC(=O)c1cnn(-c2nc(OC)cc(OC)n2)c1C(F)(F)F the results were M1 ag parental 0.7, M1 PAM parental 19.7, OXTR potentiate 6.2, CHO-K1 Ca antag -1.8, OXTR ag -2.0, GPR7 antag -13.4, V1aR counter -1.1, TAAR1 antagonist -2.8 and CHO parental Ca -17.7.
`CCOCCCNC(=O)CN1C(=O)/C(=C/c2ccccc2C)Sc2ccccc21` gave M1 ag parental 1.4, M1 PAM parental 9.2, OXTR potentiate -16.4, CHO-K1 Ca antag -5.6, OXTR ag -1.7, GPR7 antag -7.3, V1aR counter 0.7, TAAR1 antagonist 5.2 and CHO parental Ca -11.7.
For CCCCn1c(-c2nonc2NC(=O)c2ccccc2Cl)nc2ccccc21 the results were M1 ag parental 0.5, M1 PAM parental 13.7, CHO-K1 Ca antag -7.2 and TAAR1 antagonist -19.2.
CC(=O)Nc1ccc(S(=O)(=O)Nc2ccc(N3CCOCC3)cc2)cc1 was read as M1 ag parental 1.6, M1 PAM parental -6.0, OXTR potentiate -6.0, CHO-K1 Ca antag 6.6, OXTR ag 0.8, GPR7 antag -9.4, V1aR counter -0.3, TAAR1 antagonist -5.2 and CHO parental Ca -5.7.
Cc1cc(C)n2c(NC3CCCCC3)c(-c3ccc(F)cc3)nc2n1 was read as M1 ag parental -0.5, M1 PAM parental 7.2, CHO-K1 Ca antag -3.7 and TAAR1 antagonist 10.4.
Screening O=C(COC(=O)c1c[nH]c(=O)[nH]c1=O)NCc1ccccc1 returned M1 ag parental 2.7, M1 PAM parental 23.4, OXTR potentiate -6.0, CHO-K1 Ca antag -4.4, OXTR ag 1.3, GPR7 antag -15.1, V1aR counter -0.3, TAAR1 antagonist 9.8 and CHO parental Ca -7.9.
